ZTA counter: counter-screen for EBNA-1 inhibitors: inhibitors of Epstein-Barr virus ZTA; ZTA-DNA binding, fluorescence polarization; inhibition, % at 11 µM; 0.15% of 320,000 active; in the data active = inhibition above about 33%
Target sequence (P03206 whole entry, looked up): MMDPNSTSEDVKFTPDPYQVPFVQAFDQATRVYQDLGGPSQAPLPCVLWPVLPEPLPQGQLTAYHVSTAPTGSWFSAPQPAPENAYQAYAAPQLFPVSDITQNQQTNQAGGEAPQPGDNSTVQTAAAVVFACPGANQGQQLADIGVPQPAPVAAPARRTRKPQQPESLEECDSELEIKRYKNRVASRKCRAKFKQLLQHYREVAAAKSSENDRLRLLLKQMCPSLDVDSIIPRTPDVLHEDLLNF
PREPL inhibitor: human PREPL enzyme inhibition | 0.68% of 320,000 active | inhibition, % at 5.96 µM | Q4J6C6 | recombinant PREPL, fluorescence polarization activity-based probe; in the data active = inhibition above about 43%;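 also: 0% = enzyme with DMSO and 100% = wells lacking enzyme; many of its hits are not listed in these tables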
EBNA-1 inhibitor: blocks EBNA-1 binding to DNA. EBNA-1 DNA binding, fluorescence polarization. inhibition, % at 14.8 µM. AID 1950. 0.34% of 300,000 active; in the data active = inhibition above about 28%
TPT1 inh: blocks Candida albicans tRNA 2'-phosphotransferase. inhibition, % at 5 µM. AID 1962. 0.81% of 300,000 active. recombinant caTPT1, FP RNA substrate dephosphorylation;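 active = inhibition above the mean of all tested compounds plus 3 SD, set per screening campaign, cut at about 24% in these data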;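 also: plate controls were DMSO alone for no effect and ferristatin control at 100 nM for full effect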
CTSL1 counter: cathepsin L1 inhibition, PFM18AAP counter-screen | inhibition, % at 5.96 µM | 0.49% of 300,000 active | recombinant F. hepatica cathepsin L1, Z-Leu-Arg-MCA fluorescence;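 active = inhibition above the mean of all tested compounds plus 3 SD, set per screening campaign, cut at about 17% in these data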;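 also: 0% = plate median of test compound wells and 100% = 1 µM Z-Phe-Ala-diazomethylketone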
Efflux pump inh: antifungal efflux pump inhibition, Nile Red retention; S. cerevisiae Candida pump triplex; 0.44% of 330,000 active; AID 485275; inhibition, % at 10 µM;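 active = plate passing quality check with inhibition over a set limit, or well fluorescence over plate mean plus 4 SD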;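 also: Nile Red retained in pooled yeast measured as flow cytometry median fluorescence; 0% = buffer negative control and 100% = Enniatin B positive control; higher means more Nile Red kept so more efflux inhibition; some compounds called inactive have numbers as strong as hits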
PP1 counter: PP1-alpha (human) inhibition in PP5 counter-screen | inhibition, % at 6.7 µM | purified PP1alpha, OMFP fluorescence | 0.9% of 320,000 active;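 active = inhibition above the mean inhibition of all tested compounds plus 3 SD, computed separately for each screening campaign, cut at about 15% in these data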
Target sequence (P62136 whole entry, looked up): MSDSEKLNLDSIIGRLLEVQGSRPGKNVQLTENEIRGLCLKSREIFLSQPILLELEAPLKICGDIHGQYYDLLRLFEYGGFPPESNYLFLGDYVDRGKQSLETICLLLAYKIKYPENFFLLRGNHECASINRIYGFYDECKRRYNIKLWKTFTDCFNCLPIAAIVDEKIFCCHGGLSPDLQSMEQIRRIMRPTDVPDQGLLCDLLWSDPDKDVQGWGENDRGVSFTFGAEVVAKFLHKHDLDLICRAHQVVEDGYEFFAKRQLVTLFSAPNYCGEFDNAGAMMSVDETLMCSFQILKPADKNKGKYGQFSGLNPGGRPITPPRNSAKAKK
PP5 primary: PP5 (human) phosphatase inhibition; P53041; purified PP5c, OMFP substrate fluorescence; inhibition, % at 6.7 µM; 0.18% of 320,000 active;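 active = inhibition above the campaign's mean inhibition across all tested compounds plus 3 SD, cut at about 9.5% in these data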;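 also: 0% = DMSO only and 100% = 100 µM cantharidin control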
HCV core dimer: blocks dimerization of HCV core protein. inhibition, % at 5 µM. 0.33% of 300,000 active. TR-FRET GST/Flag-core106 dimerization, 1536-well;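 active = inhibition above the mean of all tested compounds plus 3 SD, set per screening campaign, cut at about 45% in these data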
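Assay system: GST-tagged and Flag-tagged HCV core protein residues 1-106 / Times: compound-protein-antibody incubation 4 h at 22.5 °C / Signal: time-resolved FRET, ex 340 nm, em 617 and 671 nm / Evaluation: % inhibition based on acceptor/donor emission ratio / Benchmarks: wells lacking GST-core106 and wells with excess unlabelled core106 / Repeats: singlicate, one well per compound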
* hit, by the source's call; . = not tested or not shown. This is a subset, so the mix of outcomes need not match the whole.

SMILES	ZTA counter	PREPL inhibitor	EBNA-1 inhibitor	TPT1 inh	CTSL1 counter	Efflux pump inh	PP1 counter	PP5 primary	HCV core dimer
COc1ccc(N/N=C(/C)c2cnnc(-c3ccccc3)n2)cc1	20.2	11.1	7.7	2.8	-0.3	-0.1	-2.9	0.2	10.3
Clc1ccc(-c2ccc(/C=N/Nc3cc(N4CCOCC4)nc(N4CCOCC4)n3)o2)cc1	-19.1	36.0	1.9	-3.7	7.8	-0.1	-0.2	2.6	0.4
Cc1ccccc1N(CC(=O)NCc1ccc2c(c1)OCO2)C(=O)C1CSC(=O)C1 (stereo not drawn)	-17.6	7.0	-1.1	-1.9	-1.9	0.1	1.8	2.6	-5.7
O=C(CCS(=O)(=O)c1ccccc1Cl)Nc1ccc(S(=O)(=O)Nc2ncccn2)cc1	-13.4	-8.4	-4.1	-1.1	-2.2	0.1	-2.9	2.5	-2.9
COc1ccc(/C=C/C(=O)NC(=S)NNC(=O)[C@H]2C[C@@H]2c2ccccc2)cc1OC	-6.7	-2.8	7.8	-1.6	1.8	0.4	4.6	1.0	14.9
Cn1c(=O)c2c(ncn2CC(=O)N2CCN(S(=O)(=O)c3ccccc3)CC2)n(C)c1=O	5.4	4.3	6.4	-2.8	1.1	1.3	-2.6	-0.8	0.3
Cc1ccc(C(=O)NCCn2c(N)c(C#N)c3nc4ccccc4nc32)cc1	18.5	-6.2	-1.0	35.9*	0.1	0.0	-2.7	1.6	1.9
CCN(C(=O)Nc1ccccc1)c1ccccc1	-3.0	-5.9	-10.4	-0.4	-0.2	0.2	3.0	3.6	-7.5
CCOC(=O)C1=C(Nc2cccc(Cl)c2)OCC1=O	-15.6	-10.7	-5.1	-2.2	16.6	-0.1	1.4	-5.2	-6.8
COc1ccccc1C(=O)Nc1sc2c(c1C(N)=O)CCCC2	7.5	-1.7	13.7	2.6	1.1	-0.1	13.3	-0.1	-2.3
O=C(Cn1nc(-c2ccccc2Cl)ccc1=O)Nc1ccccc1-c1ccccc1	-11.7	3.1	2.7	-2.7	4.9	0.0	-3.8	-2.0	0.6
CCCCC(c1nnnn1CCOC)N1CCN(Cc2ccccc2)CC1 (stereo not drawn)	9.8	-7.3	2.1	-0.2	3.1	0.0	-0.6	-1.1	0.0
CCOc1ccc(S(=O)(=O)NCCC(=O)NCC(C)(C)N2CCOCC2)cc1	13.3	-0.1	-3.8	0.6	1.0	0.0	0.6	1.4	-4.5
O=C1C2CCCCN2C(=O)N1CCCCN1CCN(c2ccc([N+](=O)[O-])cc2)CC1 (stereo not drawn)	7.2	28.3	0.5	1.0	-0.1	0.2	-1.2	2.0	-2.8
COc1ccc(/C=N/n2c(C)nc3ccccc3c2=O)cc1OC	7.8	-5.5	0.6	-0.5	-0.5	0.1	2.0	2.1	-1.9
CCOC(=O)c1ccc(-n2[nH]c(-c3ccccc3)cc2=O)cc1	5.3	7.8	9.8	-1.4	-1.8	0.0	8.9	2.4	-1.5
COc1ccc(-c2cc(C(=O)Nc3cc(C)on3)no2)cc1OC	-5.2	-4.4	1.5	-2.5	-0.8	-0.1	2.4	-0.4	-1.4
CCOc1ccccc1N1CCN(C(=O)C2c3ccccc3Oc3ccccc32)CC1	13.0	22.1	-8.7	-4.4	1.5	0.1	3.1	1.6	13.1
O=C(O)c1c[nH]c2cc(C(F)(F)F)ccc2c1=O	-3.0	6.0	9.3	-3.4	-1.0	-0.1	3.6	-1.7	-4.1
O=C(C(Cc1ccccc1)N1C(=O)c2ccccc2C1=O)N1CCc2ccccc21 (stereo not drawn)	-1.9	2.9	-9.1	0.0	-0.2	0.0	-1.2	3.6	10.9
Cc1ccc(S(=O)(=O)N2CCCCC2)cc1NC(=O)CSc1ncnc2ccccc12	-12.5	5.4	-8.4	-0.6	-0.5	0.3	1.3	1.5	10.6
CCCN(CC1CC1)c1nc(N)c(C#N)c(CC#N)c1C#N	18.1	-13.6	6.4	3.7	-1.4	0.0	-1.0	-0.5	2.5
CCC(C)NC(=O)CCC(=O)Nc1ccc2nc(N3CC(C)CC(C)C3)cc(C)c2c1 (stereo not drawn)	-1.6	4.7	9.1	2.0	3.4	0.0	-4.3	0.1	-0.1
CCc1cc[n+](/C(C(=S)Nc2cccc(C)c2)=C(/[O-])c2ccc(C)c([N+](=O)[O-])c2)cc1	1.8	17.8	-1.3	2.1	-1.4	0.0	3.7	-2.4	16.4
Cc1ccc(C(=O)COC(=O)COc2ccccc2C)cc1	-3.5	11.2	-1.8	-4.2	-15.3	0.2	-6.9	0.8	-9.3
CC(=O)N(C(C)=O)n1c(C)nc2sc3c(c2c1=O)CCCC3	3.2	2.4	8.8	-0.1	0.0	-0.1	-5.6	0.8	8.5
N#Cc1ccsc1NC(=O)COC(=O)C1=NNC(=O)CC1	-11.6	16.7	.	.	.	0.0	18.8*	1.4	.
CSc1ncc2c(n1)-c1cc(C)ccc1SC2	0.5	-18.6	3.5	1.8	0.9	0.0	3.2	2.4	-1.7
COn1cnnc1-c1ccccc1	5.0	1.8	-6.0	2.7	1.4	0.1	-2.0	-0.6	-2.6

Rewritten in CSV form: part of the list above.
Structure,ZTA counter,PREPL inhibitor,EBNA-1 inhibitor,TPT1 inh,CTSL1 counter,Efflux pump inh,PP1 counter,PP5 primary,HCV core dimer
O=C(C(Cc1ccccc1)N1C(=O)c2ccccc2C1=O)N1CCc2ccccc21 (stereo not drawn),-1.9,2.9,-9.1,0.0,-0.2,0.0,-1.2,3.6,10.9
Cc1ccc(S(=O)(=O)N2CCCCC2)cc1NC(=O)CSc1ncnc2ccccc12,-12.5,5.4,-8.4,-0.6,-0.5,0.3,1.3,1.5,10.6
CCCN(CC1CC1)c1nc(N)c(C#N)c(CC#N)c1C#N,18.1,-13.6,6.4,3.7,-1.4,0.0,-1.0,-0.5,2.5
CCC(C)NC(=O)CCC(=O)Nc1ccc2nc(N3CC(C)CC(C)C3)cc(C)c2c1 (stereo not drawn),-1.6,4.7,9.1,2.0,3.4,0.0,-4.3,0.1,-0.1
CCc1cc[n+](/C(C(=S)Nc2cccc(C)c2)=C(/[O-])c2ccc(C)c([N+](=O)[O-])c2)cc1,1.8,17.8,-1.3,2.1,-1.4,0.0,3.7,-2.4,16.4
Cc1ccc(C(=O)COC(=O)COc2ccccc2C)cc1,-3.5,11.2,-1.8,-4.2,-15.3,0.2,-6.9,0.8,-9.3
CC(=O)N(C(C)=O)n1c(C)nc2sc3c(c2c1=O)CCCC3,3.2,2.4,8.8,-0.1,0.0,-0.1,-5.6,0.8,8.5
N#Cc1ccsc1NC(=O)COC(=O)C1=NNC(=O)CC1,-11.6,16.7,.,.,.,0.0,18.8*,1.4,.
CSc1ncc2c(n1)-c1cc(C)ccc1SC2,0.5,-18.6,3.5,1.8,0.9,0.0,3.2,2.4,-1.7
COn1cnnc1-c1ccccc1,5.0,1.8,-6.0,2.7,1.4,0.1,-2.0,-0.6,-2.6

Screening data deposited in PubChem by several laboratories.
